Assay outcomes: PubChem, several laboratories
PriA SSB inh: inhibitors of Klebsiella pneumoniae PriA binding to SSB C-terminal tail, primary screen, biochemical, AlphaScreen. inhibition, % at 33 µM. 430,000 tested, 0.6% active. AlphaScreen SSBct-PriA binding, biotinylated peptide; in the data active means inhibition mostly above about 37%, no sharp cut-off; inactive means mostly below about 20%;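 further: plate controls were negative control peptide for no effect and reference peptide for full effect; strong numbers were not always called active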
MazEF act: activators of E. coli MazEF toxin-antitoxin RNase, primary screen, biochemical, fluorescence, uHTS; Endoribonuclease toxin MazF (Escherichia coli (strain K12)), P0AE70; FAM/BHQ RNA-DNA oligo cleavage fluorescence, 5 h; activation, % at 20 µM; 350,000 tested, 0.32% active; AID 504720, 2011; in the data active means activation above about 50%
Target sequence (P0AE70 whole entry, looked up): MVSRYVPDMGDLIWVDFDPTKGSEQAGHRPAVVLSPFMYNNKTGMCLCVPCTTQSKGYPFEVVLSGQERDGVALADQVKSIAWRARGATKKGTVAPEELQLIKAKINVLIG
Y pestis TopoI: Yersinia pestis topoisomerase I inhibitors, primary screen, biochemical, cleavage product accumulation, plate reader, single point. Y. pestis Topo-I cleavage product accumulation. activity, % at 10 µM. 360,000 tested, 0.064% active. AID 504884, 2011; in the data active means activity above about 50%, passing the limit was not always enough; further: inactives centre near 2
BH1578 lux ind: inducers of Vibrio cholerae quorum light production without autoinducers, primary screen, BH1578 luxS cqsA deficient, single point; activation, % at 18.7 µM; 350,000 tested, 0.16% active; V. cholerae BH1578 lux reporter, luminescence, 6 h; AID 588436, 2011; in the data active means activation mostly above about 9.7%, no sharp cut-off; further: not every result past the cut was called active; inactives centre near 0; reference of the scale not given here
Rv3671c inh: Rv3671c serine protease inhibitors, primary screen, biochemical, fluorescence polarization, M. tuberculosis H37Rv; AID 2606, 2010; 320,000 tested, 0.048% active; inhibition, % at 5.96 µM; P9WHR9; in the data active means inhibition above about 38%;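 further: extracellular domain of Rv3671c used as enzyme; 0% = enzyme with DMSO and 100% = no enzyme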
Target sequence (P9WHR9 whole entry, looked up, the tested form may be a part): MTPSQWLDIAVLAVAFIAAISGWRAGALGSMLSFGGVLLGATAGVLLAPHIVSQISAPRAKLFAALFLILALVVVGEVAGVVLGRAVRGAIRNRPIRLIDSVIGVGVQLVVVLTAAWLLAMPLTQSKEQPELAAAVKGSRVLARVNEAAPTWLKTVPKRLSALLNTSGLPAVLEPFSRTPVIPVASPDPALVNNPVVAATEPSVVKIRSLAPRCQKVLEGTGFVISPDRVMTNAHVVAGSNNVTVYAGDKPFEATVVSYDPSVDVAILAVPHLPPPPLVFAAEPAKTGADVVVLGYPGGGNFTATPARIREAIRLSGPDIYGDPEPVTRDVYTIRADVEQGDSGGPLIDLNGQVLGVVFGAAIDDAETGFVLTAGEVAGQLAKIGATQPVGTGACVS
CCHF vOTU inh: CCHFV vOTU protease inhibitors, primary screen, biochemical, Pep-AMC substrate, fluorescence | Crimean-Congo hemorrhagic fever virus L polyprotein viral ovarian tumor (vOTU) protease … | inhibition, % at 11.5 µM | 370,000 tested, 0.55% active; in the data active means inhibition above about 30%; further: 0% = vehicle wells with enzyme and 100% = no enzyme wells
TcdB inh: TcdB glycohydrolase inhibitors, primary screen, biochemical, single point, plate reader; 350,000 tested, 0.24% active; Toxin B (Clostridioides difficile), P18177; AID 652162, 2013; inhibition, % at 9.99 µM; TcdB glycohydrolase enzymatic assay; in the data active means inhibition above about 10%
PrPC surface inh: inhibitors of human cell surface prion protein PrPC, primary screen, cell-based, TR-FRET; TR-FRET read-out; AID 720596, 2013; Major prion protein (Homo sapiens), P04156; inhibition, % at 13.8 µM; 370,000 tested, 0.43% active; in the data active means inhibition above about 24%; further: 0% = median of the test wells and 100% = reference compound wells
VHR inh abs: VHR1 phosphatase inhibitors, primary screen, biochemical, absorbance, uHTS; recombinant VHR phosphatase, pNPP absorbance; AID 1654, 2009; 290,000 tested, 0.52% active; inhibition, % at 13.3 µM; in the data active means inhibition above about 50%; further: some compounds called inactive have numbers as strong as hits
Target sequence (P51452 whole entry, looked up): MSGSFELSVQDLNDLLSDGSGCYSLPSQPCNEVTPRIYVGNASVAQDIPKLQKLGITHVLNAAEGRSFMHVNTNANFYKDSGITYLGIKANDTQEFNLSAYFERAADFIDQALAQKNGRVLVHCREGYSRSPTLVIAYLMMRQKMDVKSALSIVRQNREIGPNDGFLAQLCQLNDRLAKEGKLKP
SARS 3CLpro inh: SARS-CoV 3CLpro protease inhibitors, primary screen, biochemical, quenched FRET. 290,000 tested, 0.14% active. inhibition, % at 6 µM. recombinant SARS-CoV 3CLpro, quenched FRET peptide cleavage. Replicase polyprotein 1ab (Severe acute respiratory syndrome coronavirus), P0C6X7; in the data active means inhibition above about 12%
Starred values were filed as active, the others as inactive. Only part of the results is shown (hit frequency here may not be typical).

C=CCNC(=S)NNC(=O)c1cccn(Cc2ccc(Cl)cc2Cl)c1=O was read as PriA SSB inh 1, MazEF act -10, Y pestis TopoI -3, BH1578 lux ind 1.2, Rv3671c inh -5, CCHF vOTU inh -8, TcdB inh -6.5, PrPC surface inh -8, VHR inh abs 27 and SARS 3CLpro inh 1.
`COc1ccc(CCNC(=O)COC(=O)c2cnc(C)cn2)cc1OC` gave PriA SSB inh -6, MazEF act 3, Y pestis TopoI 4, BH1578 lux ind inactive, Rv3671c inh -1, CCHF vOTU inh -13, PrPC surface inh 6, VHR inh abs 5 and SARS 3CLpro inh 3.
Cc1cccc(NC(=O)Cn2c(O)c(N=NC(=O)c3ccccc3O)c3ccccc32)c1 was read as PriA SSB inh -24, MazEF act 0, Y pestis TopoI -2, BH1578 lux ind inactive, Rv3671c inh -23, CCHF vOTU inh 25, TcdB inh -3.9, PrPC surface inh 4, VHR inh abs 16 and SARS 3CLpro inh 4.
`COc1ccc(C(=O)N2CCN(c3ccccn3)CC2)cc1` gave PriA SSB inh -2, MazEF act -5, Y pestis TopoI -4, BH1578 lux ind -0.4, Rv3671c inh -3, CCHF vOTU inh -6, PrPC surface inh -6, VHR inh abs 37 and SARS 3CLpro inh -2.
`Cc1ccc(S(=O)(=O)NCC(=O)OCC(=O)N2CC(=O)Nc3ccccc32)cc1` gave PriA SSB inh -14, MazEF act 2, Y pestis TopoI -3, BH1578 lux ind -1.2, Rv3671c inh 4, CCHF vOTU inh 0, TcdB inh 1.3 and PrPC surface inh 9.
COc1cc(OC)nc(NC(=O)CSc2nnc(-c3ccccc3)n2C2CCCCC2)n1 was read as PriA SSB inh -12, MazEF act -96, Y pestis TopoI 8, BH1578 lux ind -1.2, Rv3671c inh 12, CCHF vOTU inh 6, PrPC surface inh 4 and SARS 3CLpro inh 3.
Cc1cccc2c(=O)n(C(=O)c3ccccc3)c(N)nc12 was read as MazEF act 9, Y pestis TopoI 0, BH1578 lux ind 0.0, CCHF vOTU inh 11, TcdB inh 0.8 and PrPC surface inh 0.
`COc1ccc(OC)c(S(=O)(=O)N(C(C)=O)c2ccc3oc(=O)sc3c2)c1` gave PriA SSB inh -9, MazEF act -6, Y pestis TopoI 3, BH1578 lux ind -0.4, Rv3671c inh -3, CCHF vOTU inh -16, TcdB inh 1.3, PrPC surface inh 0, VHR inh abs 22 and SARS 3CLpro inh 5.
Screening CCCCc1c(O)nc(SCC(=O)Nc2ccc3c(c2)CCC3)[nH]c1=O returned PriA SSB inh -1, MazEF act 5, Y pestis TopoI -3, BH1578 lux ind -0.3, Rv3671c inh 3, CCHF vOTU inh -3, PrPC surface inh 3, VHR inh abs -1 and SARS 3CLpro inh 3.
Cc1nc(SCC(=O)N2CCN(c3ccccn3)CC2)c(C#N)c(C)c1C was read as PriA SSB inh -4, MazEF act 6, Y pestis TopoI 12, BH1578 lux ind -1.6, Rv3671c inh 2, CCHF vOTU inh 19, TcdB inh 0.1 and PrPC surface inh -4.
For COc1ccc(SC[C@H](Cc2ccccc2)N2CC[C@@H](O)CCC2=O)cc1 the results were PriA SSB inh 1, MazEF act 1, Y pestis TopoI 2, BH1578 lux ind 0.4, Rv3671c inh -5, CCHF vOTU inh -8, TcdB inh -0.4 and PrPC surface inh 9.
`O=C(CCOc1ccccc1)N1CCN(c2ccc(O)cc2)CC1` gave PriA SSB inh 2, MazEF act 9, Y pestis TopoI 6, BH1578 lux ind -0.3, Rv3671c inh 0, CCHF vOTU inh 5, TcdB inh -1.7, PrPC surface inh 24, VHR inh abs 9 and SARS 3CLpro inh 3.
For Cc1ccc(N=CC2=C(O)CC(c3ccccc3Cl)CC2=O)cc1 (stereo unspecified) the results were PriA SSB inh -1, MazEF act -3, Y pestis TopoI 8, BH1578 lux ind -0.3, Rv3671c inh -3, CCHF vOTU inh -4, TcdB inh 0.0, PrPC surface inh 2, VHR inh abs 24 and SARS 3CLpro inh -2.
`CC(=O)Oc1ccc(/C=N/NC(=O)C2CCCN2S(=O)(=O)c2ccc(Cl)cc2)cc1` (stereo unspecified) gave MazEF act -5, Y pestis TopoI -1, BH1578 lux ind -0.3, Rv3671c inh -2, CCHF vOTU inh 1, PrPC surface inh 3, VHR inh abs 3 and SARS 3CLpro inh 0.
Cc1nc([N+](=O)[O-])c(N2CCN(Cc3ccccc3)CC2)n1Cc1ccccc1 was read as PriA SSB inh 3, MazEF act 7, Y pestis TopoI 19, BH1578 lux ind -0.1, Rv3671c inh -6, CCHF vOTU inh 6, PrPC surface inh -12, VHR inh abs 0 and SARS 3CLpro inh 3.
`Cc1cc(C(=O)NCCN2CCN(c3cccc(Cl)c3)CC2)n(-c2ccccc2)n1` gave PriA SSB inh 4, MazEF act 0, Y pestis TopoI 25, BH1578 lux ind -0.1, Rv3671c inh 5, CCHF vOTU inh 4, TcdB inh 2.7, PrPC surface inh 0, VHR inh abs -5 and SARS 3CLpro inh 2.
`COc1cc2c(cc1OC)-c1cc(Nc3ccccc3Br)nc(=O)n1CC2` gave PriA SSB inh 7, MazEF act 7, Y pestis TopoI 9, BH1578 lux ind inactive, Rv3671c inh -3, CCHF vOTU inh 3, TcdB inh 0.1, PrPC surface inh 4, VHR inh abs -5 and SARS 3CLpro inh -4.
`S=c1[nH]nc(-c2ccco2)n1-c1ccc(Cl)cc1` gave PriA SSB inh -5, MazEF act -6, Y pestis TopoI 0, BH1578 lux ind inactive, Rv3671c inh -2, CCHF vOTU inh 5, TcdB inh 2.3, PrPC surface inh 10, VHR inh abs 6 and SARS 3CLpro inh 3.
Screening COc1ccc(-c2nnc(SCc3cc(C)ccc3C)n2N)cc1 returned PriA SSB inh -1, MazEF act 3, Y pestis TopoI 9, BH1578 lux ind -0.1, Rv3671c inh -1, CCHF vOTU inh 0, TcdB inh 1.3, PrPC surface inh -9, VHR inh abs 39 and SARS 3CLpro inh -5.
For C=C1[C@H](C)CN(S(=O)(=O)C(C)(C)C)[C@H]1CCO the results were PriA SSB inh -7, MazEF act 0, Y pestis TopoI 4, BH1578 lux ind -0.9, CCHF vOTU inh -10, TcdB inh 0.3 and PrPC surface inh 0.

Arranged by molar mass (high to low): seven of the compounds above
COc1cc(OC)nc(NC(=O)CSc2nnc(-c3ccccc3)n2C2CCCCC2)n1 was read as PriA SSB inh -12, MazEF act -96, Y pestis TopoI 8, BH1578 lux ind -1.2, Rv3671c inh 12, CCHF vOTU inh 6, PrPC surface inh 4 and SARS 3CLpro inh 3.
`CC(=O)Oc1ccc(/C=N/NC(=O)C2CCCN2S(=O)(=O)c2ccc(Cl)cc2)cc1` (stereo unspecified) gave MazEF act -5, Y pestis TopoI -1, BH1578 lux ind -0.3, Rv3671c inh -2, CCHF vOTU inh 1, PrPC surface inh 3, VHR inh abs 3 and SARS 3CLpro inh 0.
Cc1cccc(NC(=O)Cn2c(O)c(N=NC(=O)c3ccccc3O)c3ccccc32)c1 was read as PriA SSB inh -24, MazEF act 0, Y pestis TopoI -2, BH1578 lux ind inactive, Rv3671c inh -23, CCHF vOTU inh 25, TcdB inh -3.9, PrPC surface inh 4, VHR inh abs 16 and SARS 3CLpro inh 4.
Cc1nc([N+](=O)[O-])c(N2CCN(Cc3ccccc3)CC2)n1Cc1ccccc1 was read as PriA SSB inh 3, MazEF act 7, Y pestis TopoI 19, BH1578 lux ind -0.1, Rv3671c inh -6, CCHF vOTU inh 6, PrPC surface inh -12, VHR inh abs 0 and SARS 3CLpro inh 3.
Cc1nc(SCC(=O)N2CCN(c3ccccn3)CC2)c(C#N)c(C)c1C was read as PriA SSB inh -4, MazEF act 6, Y pestis TopoI 12, BH1578 lux ind -1.6, Rv3671c inh 2, CCHF vOTU inh 19, TcdB inh 0.1 and PrPC surface inh -4.
`COc1ccc(CCNC(=O)COC(=O)c2cnc(C)cn2)cc1OC` gave PriA SSB inh -6, MazEF act 3, Y pestis TopoI 4, BH1578 lux ind inactive, Rv3671c inh -1, CCHF vOTU inh -13, PrPC surface inh 6, VHR inh abs 5 and SARS 3CLpro inh 3.
Cc1cccc2c(=O)n(C(=O)c3ccccc3)c(N)nc12 was read as MazEF act 9, Y pestis TopoI 0, BH1578 lux ind 0.0, CCHF vOTU inh 11, TcdB inh 0.8 and PrPC surface inh 0.

Further structures:
`Cc1cccnc1C(NC(=O)C1CCN(CCOc2ccc(Cl)cc2Cl)CC1)c1ccc(Cl)cc1` (stereo unspecified) gave Y pestis TopoI 14, BH1578 lux ind -3.3, CCHF vOTU inh 2, TcdB inh -0.8 and PrPC surface inh -14.
CC(=O)NC(=O)NC1OC(=O)C(Cl)=C1Cl (stereo unspecified) was read as PriA SSB inh -4, MazEF act 2, Y pestis TopoI -2, BH1578 lux ind -0.3, Rv3671c inh 1, CCHF vOTU inh -12, PrPC surface inh 2, VHR inh abs 10 and SARS 3CLpro inh 3.
CCc1ccc(C(=O)NNc2ccccc2F)cc1 was read as PriA SSB inh -14, MazEF act -8, Y pestis TopoI -4, BH1578 lux ind inactive, Rv3671c inh -1, CCHF vOTU inh 4, TcdB inh -6.0, PrPC surface inh 21, VHR inh abs 5 and SARS 3CLpro inh 3.
Screening CCN(CC(=O)N1CCC(C(N)=O)CC1)S(=O)(=O)c1ccc(Cl)cc1 returned PriA SSB inh 4, MazEF act -5, Y pestis TopoI -14, BH1578 lux ind -0.2, Rv3671c inh -5, CCHF vOTU inh 11, TcdB inh 1.1, PrPC surface inh -4, VHR inh abs 31 and SARS 3CLpro inh 5.
Screening COc1cccc(C(O)c2ncc(-c3cccc(F)c3)[nH]2)c1 (stereo unspecified) returned Y pestis TopoI -13, BH1578 lux ind -1.1, CCHF vOTU inh 3, TcdB inh 3.0 and PrPC surface inh -5.
c1cncc(Nc2nc(-c3cccs3)cs2)c1 was read as PriA SSB inh -15, MazEF act 3, Y pestis TopoI -5, BH1578 lux ind -0.3, Rv3671c inh 5, TcdB inh 1.5, VHR inh abs 0 and SARS 3CLpro inh 4.
`Cc1cc(C)cc(C(=O)NC(CC(N)=O)c2ccc(N3CCN(c4ccccn4)CC3)c([N+](=O)[O-])c2)c1` (stereo unspecified) gave PriA SSB inh -4, MazEF act 6, Y pestis TopoI 10, BH1578 lux ind -3.0, Rv3671c inh -2, CCHF vOTU inh -4, TcdB inh 1.3, PrPC surface inh -1, VHR inh abs 21 and SARS 3CLpro inh 6.
Screening N/C(=N\OC(=O)c1ccc(F)cc1)c1ccc(Br)cc1 returned MazEF act -3, Y pestis TopoI 4, BH1578 lux ind -0.3, Rv3671c inh 2, CCHF vOTU inh 7, TcdB inh 0.1, PrPC surface inh -2, VHR inh abs 19 and SARS 3CLpro inh -9.
For O=C(COc1ccc2ccc(=O)oc2c1)N1CCN(c2ccc(F)cc2)CC1 the results were PriA SSB inh 7, MazEF act 6, Y pestis TopoI 3, BH1578 lux ind -0.3, Rv3671c inh 4, CCHF vOTU inh 4, TcdB inh 0.8, PrPC surface inh 3, VHR inh abs 2 and SARS 3CLpro inh 0.
O=C(NCCC1=CCCCC1)c1cccc2c1C(=O)N(C1CCCCC1)C2 was read as PriA SSB inh -5, MazEF act 2, Y pestis TopoI 25, BH1578 lux ind -0.2, Rv3671c inh -2, CCHF vOTU inh -7, TcdB inh -0.2, PrPC surface inh -7, VHR inh abs 21 and SARS 3CLpro inh 1.
